# HSP90 refold inh: inhibitors of HSP90 luciferase refolding in rabbit reticulocyte lysate; luciferase refolding luminescence, 3 h; inhibition, % at 5.6 µM; 290,000 compounds, 0.91% hits; AID 1789;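 active = inhibition above the screen-wide mean plus 3 SD, computed separately per campaign, cut at about 16% in these data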;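 note: 0% = DMSO wells and 100% = 60 µM geldanamycin wells; inhibitors lower the luminescence because luciferase stays unfolded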
# GSK3beta inhib: inhibitors of human GSK3beta kinase; P49841; GST-GSK3beta kinase, ADP-Glo luminescence, 60 min; stronger effect = lower value; activity score (negative = inhibition), % at 10 µM; 300,000 compounds, 0.038% hits;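 active = more than half of replicate wells score below -50%, meaning over 50% inhibition versus plate controls; inconclusive = some replicates but at most half score below -50%; inactive = no replicate scores below -50%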;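 note: 0% = median DMSO wells and -100% = median GW8510 positive control wells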
# Target sequence (P49841 whole entry, looked up): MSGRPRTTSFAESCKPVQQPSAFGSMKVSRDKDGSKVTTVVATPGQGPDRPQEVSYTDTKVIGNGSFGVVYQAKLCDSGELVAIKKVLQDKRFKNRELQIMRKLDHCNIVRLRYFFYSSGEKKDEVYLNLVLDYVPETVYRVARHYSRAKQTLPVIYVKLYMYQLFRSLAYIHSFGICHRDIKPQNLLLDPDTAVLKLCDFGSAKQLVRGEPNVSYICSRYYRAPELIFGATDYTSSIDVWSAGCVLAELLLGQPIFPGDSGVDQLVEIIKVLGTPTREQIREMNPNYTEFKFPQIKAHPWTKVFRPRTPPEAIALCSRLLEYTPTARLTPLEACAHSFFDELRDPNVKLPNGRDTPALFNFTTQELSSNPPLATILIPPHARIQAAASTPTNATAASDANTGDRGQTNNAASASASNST
#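 Test system: GST-fused GSK3beta enzyme, cell-free | Quantity: 1.6 ng GST-GSK3beta enzyme per well | Reagent: 25 µM ATP with peptide substrate | Schedule: 60 min enzyme reaction, room temperature | Signal: Luminescent ADP-Glo measurement of ADP formed | Read-out basis: Score relative to plate controls | Control set: DMSO and 20 µM GW8510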
# IEC-6 cytotox: counter-screen for KLF5 inhibitors: cytotoxicity in IEC-6 cells; 290,000 compounds, 0.78% hits; IEC-6 cytotoxicity, luminescence viability; AID 1825; inhibition, % at 5 µM; in the data active = inhibition above about 22%;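 note: 0% = plate median of test compound wells and 100% = cytotoxic reference compound wells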
# HSF1 inhib: HSF1 inhibition. 300,000 compounds, 0.77% hits. activity change, negative = inhibition, % at 7.5 µM (by protocol). NIH3T3-HGL HSE-luciferase, MG132-induced, luminescence 8 h; stronger effect = lower value. AID 2098;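 active = more than half of replicate wells show activity change below -50%, luminescence cut by over half; inconclusive = some wells, but at most half, below -50%; inactive = no replicate well below -50%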;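 note: luciferase reports HSF-1 transcriptional activity via heat shock element; 0% = median of DMSO wells and -100% = zero luminescence signal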
# AI-2 QS modul: Vibrio harveyi AI-2 quorum sensing modulation. activity change, % at 7.5 µM. 300,000 compounds, 0.4% hits. Vibrio harveyi JMH597 AI-2 luminescence/OD600 ratio, 9 h; stronger effect = lower value; strain lacks LuxN and CqsS sensors; 0 = neutral-control median. AID 2094; in the data active = activity change below about -75%, passing the limit was not always enough; inconclusive = no clear call, values can overlap the other calls;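 note: luminescence divided by OD600 gain over 9 h not by final OD600 alone; inactives centre near 13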
# aSyn UTR inh: 5' untranslated region of α-synuclein, MLPCN primary screen; alpha-synuclein 5'UTR reporter, inhibitor activity; inhibition, % (tested at 7.5 µM); 300,000 compounds, 0.82% hits; AID 1813; in the data active = inhibition above about 60%; inconclusive = no clear call, values can overlap the other calls;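 note: H4 neuroglioblastoma cells stably carrying SNCA 5'UTR luciferase fusion; 0% = DMSO wells and 100% = positive control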
# GSK3 alpha inh: human GSK-3 alpha kinase inhibition | ADP-Glo luminescence, 60 min | AID 2650 | P49840 | inhibition, % at 10 µM | 320,000 compounds, 0.1% hits;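 in the data active = inhibition above about 50%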;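 note: GST-tagged GSK-3 alpha with peptide substrate and 25 µM ATP; 0% = DMSO neutral wells and 100% = GW8510 positive control wells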
# Target sequence (P49840 whole entry, looked up): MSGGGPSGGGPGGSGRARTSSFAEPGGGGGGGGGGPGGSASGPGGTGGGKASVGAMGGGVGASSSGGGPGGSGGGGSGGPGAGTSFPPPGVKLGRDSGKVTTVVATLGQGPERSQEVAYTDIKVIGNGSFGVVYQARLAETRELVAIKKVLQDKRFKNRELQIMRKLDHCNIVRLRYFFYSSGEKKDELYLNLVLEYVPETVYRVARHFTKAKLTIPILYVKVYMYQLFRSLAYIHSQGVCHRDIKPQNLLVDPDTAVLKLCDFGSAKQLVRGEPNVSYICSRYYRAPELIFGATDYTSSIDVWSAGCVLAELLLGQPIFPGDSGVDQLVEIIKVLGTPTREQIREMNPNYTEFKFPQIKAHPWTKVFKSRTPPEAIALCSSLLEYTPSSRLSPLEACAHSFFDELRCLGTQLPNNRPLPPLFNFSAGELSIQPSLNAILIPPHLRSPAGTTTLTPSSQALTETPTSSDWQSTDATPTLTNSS
# HSF-1 act: increases HSF-1 driven luciferase reporter signal | NIH3T3-HGL HSF-1 luciferase reporter, MG132, 8 h; 100% = twice DMSO control signal | activation, % at 9 µM | 300,000 compounds, 1.7% hits;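 active = mean replicate activation of at least 50% with a set share of replicates each reaching 50%; inconclusive = only one of those two conditions met; inactive = mean below 50% and too few replicates reaching it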;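 note: 0% = median of the neutral control wells and 100% = twice that signal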
# PolyA inh: inhibitors of polyadenylation in S. cerevisiae. S. cerevisiae SKY197-pL101 polyadenylation reporter, beta-gal luminescence; efflux-impaired pdr1/pdr3 knockout yeast; score 100 = 6 SD above DMSO. calls only at 12 µM. 300,000 compounds, 0.02% hits;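 active = lowest replicate activity score at least 50, where 100 means six control SD above control mean; inconclusive = lowest score under 50 but half or more replicates reach 50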;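 note: yeast exposed to compound for 9 h at 30 °C; higher score means more reporter readthrough which indicates perturbed polyadenylation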
# KLF5 inh: suppresses KLF5 promoter-driven expression. DLD-1 KLF5 promoter-luciferase reporter, luminescence. inhibition, % at 5 µM. 290,000 compounds, 0.23% hits;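 active = inhibition above a per-plate limit of that plate's mean compound inhibition plus 3 SD, cut at about 60% in these data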;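 note: 0% = DMSO wells and 100% = LY294002 at 200 µM; higher means less KLF5 promoter-driven luciferase light; inactives centre near -14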
# * = called active by the depositor; i = inactive; ? = inconclusive; . = no result given. Only part of the results is shown, so the mix of outcomes need not match the whole.
cpd	Structure	HSP90 refold inh	GSK3beta inhib	IEC-6 cytotox	HSF1 inhib	AI-2 QS modul
1	COc1ccc(NC(=O)CCC(=O)c2cccs2)cc1S(=O)(=O)Nc1ccccc1Cl	-4	1	0	-3	12
2	Cc1c(C(=O)N2CCN(c3ccc(F)cc3)CC2)sc2nc(-c3ccccc3)cn12	-1	4	7	-3	9
3	Cc1ccccc1CNC(=O)c1cc(COc2ccc(F)cc2F)on1	0	1	1	-1	2
4	N#C/C(=C\c1ccc[nH]1)C(=O)Nc1ccccc1F	-3	-1	4	.	11
5	Cc1nn(C)c(C)c1NC(=O)c1cnn2c(C(F)F)cc(-c3ccccc3)nc12	-2	-1	-4	14	21
6	Cc1ccc(C)c(Cn2c3ccccc3c3cnn(CC(=O)NCCN4CCOCC4)c(=O)c32)c1	-5	-1	1	15	12
7	CC(C)Cc1ccc(C(C)NC(=O)c2ccc(=O)[nH]c2)cc1 (stereo unspecified)	2	0	-5	-3	31
8	CC1CCN(C(=O)COC(=O)c2cc(S(=O)(=O)N3CCOCC3)ccc2Cl)CC1	.	4	.	0	17
9	O=[N+]([O-])c1ccccc1OCCN1CCCC1	-2	-6	0	0	18
10	Cc1ccc(S(=O)(=O)Nc2cc(Cl)c(O)c3ncccc23)cc1	5	3	6	-2	-227*
11	COc1ccc(CCN2C(=O)C(Oc3ccccc3)C2c2ccc3c(c2)OCO3)cc1 (stereo unspecified)	-1	0	-3	6	13
12	N#C/C=C1\n2c(nc3ccccc32)OC12CCCCC2	1	-6	-2	-2	-3

cpd	aSyn UTR inh	GSK3 alpha inh	HSF-1 act	PolyA inh	KLF5 inh
1	29	1	-4	i	-18
2	-1	-1	3	i	-26
3	8	0	39	i	-33
4	.	.	.	.	-57
5	8	-1	43	i	1
6	3	-1	-11	i	-11
7	-2	-2	11	i	-14
8	-1	.	-3	i	.
9	6	-1	-11	i	-30
10	77*	-5	-4	i	68*
11	0	-1	12	i	-44
12	54	-1	3	i	11

# Ordered by the number under GSK3 alpha inh (ascending): some entries from above
entry | SMILES | HSP90 refold inh | GSK3beta inhib | HSF1 inhib | AI-2 QS modul | aSyn UTR inh | GSK3 alpha inh | HSF-1 act | PolyA inh | KLF5 inh
10 | Cc1ccc(S(=O)(=O)Nc2cc(Cl)c(O)c3ncccc23)cc1 | 5 | 3 | -2 | -227* | 77* | -5 | -4 | i | 68*
6 | Cc1ccc(C)c(Cn2c3ccccc3c3cnn(CC(=O)NCCN4CCOCC4)c(=O)c32)c1 | -5 | -1 | 15 | 12 | 3 | -1 | -11 | i | -11
3 | Cc1ccccc1CNC(=O)c1cc(COc2ccc(F)cc2F)on1 | 0 | 1 | -1 | 2 | 8 | 0 | 39 | i | -33

# Following part:
cpd	Structure	HSP90 refold inh	GSK3beta inhib	IEC-6 cytotox	HSF1 inhib	AI-2 QS modul
13	CCOC(=O)CSc1nnc(CSc2nc3sc4c(c3c(=O)[nH]2)CCCC4)n1-c1ccccc1	1	4	0	4	-6
14	CCN1C(=O)c2cccc3c(NS(=O)(=O)c4ccc(NC(C)=O)cc4)ccc1c23	-2	-2	1	-1	19
15	Oc1ccc(Br)cc1/C=N/N1CCN(Cc2cccc3ccccc23)CC1	-1	-1	3	-3	24
16	CN(CC(=O)Nc1ccc(Cl)cc1)CC(=O)Nc1ccc(C(N)=O)cc1	2	1	-1	-4	-10
17	CCS(=O)(=O)N1Cc2ccccc2CC1C(=O)Nc1nnc(SCc2ccc(F)cc2)s1 (stereo unspecified)	8	1	0	0	6
18	Cc1cccc(N(C(=O)Nc2ccc(Cl)cc2)C2=NCC(C)S2)n1 (stereo unspecified)	-1	1	-1	17	6
19	C=CCOn1c(=O)c(=O)n(OCc2ccccc2)c2ccccc21	1	2	5	-4	-2
20	O=Nc1c(O)n(Cc2ccc(Cl)cc2)c2ccccc12	2	2	2	-6	12
21	Cn1c2ccccc2c(=O)c2c(=O)n(Cc3ccco3)c(-c3ccc(Cl)cc3Cl)nc21	7	4	-2	9	.
22	CCC(=O)N1CCC2(CC1)Oc1ccc(Cl)cc1C(=O)C21CC(c2cccnc2)=NO1 (stereo unspecified)	.	-3	.	1	-6
23	S=C(NC1CC2CCC1C2)N1CCN(c2cccc(Cl)c2)CC1 (stereo unspecified)	-2	-3	4	-7	39
24	O=C(c1ccc(Cn2cc(Cl)c([N+](=O)[O-])n2)cc1)N1CCN(Cc2ccccc2)CC1	0	-1	-1	-4	0

cpd	aSyn UTR inh	GSK3 alpha inh	HSF-1 act	PolyA inh	KLF5 inh
13	-7	-3	2	i	-16
14	17	-1	10	i	-17
15	8	-5	-10	i	2
16	-21	0	-3	i	-14
17	0	-1	-3	i	-16
18	-60	-2	28	i	-20
19	3	-3	-13	i	-9
20	14	-5	2	i	-14
21	25	-2	-1	.	-10
22	6	-1	27	i	.
23	-7	1	-11	i	3
24	1	0	1	i	7

# Next part; it opens with the two that closed the last part.
cpd	Structure	HSP90 refold inh	GSK3beta inhib	IEC-6 cytotox	HSF1 inhib	AI-2 QS modul
23	S=C(NC1CC2CCC1C2)N1CCN(c2cccc(Cl)c2)CC1 (stereo unspecified)	-2	-3	4	-7	39
24	O=C(c1ccc(Cn2cc(Cl)c([N+](=O)[O-])n2)cc1)N1CCN(Cc2ccccc2)CC1	0	-1	-1	-4	0
25	COc1ccc(CCNC(=S)NC(=O)c2ccccc2)cc1C	-4	-2	-7	0	0
26	Cc1ccc(NC(=O)c2ccc(S(=O)(=O)N3CCC(C)CC3)cc2)nc1	.	-2	.	15	30
27	Cc1nn(-c2ccc(F)cc2)c(Cl)c1/C=C1\C(=O)Nc2ccccc21	4	0	-2	17	36
28	COCC(=O)Nc1c(C(=O)Nc2ccc3c(c2)OCCO3)oc2ccccc12	7	2	0	23	16
29	Cc1ccc(S(=O)(=O)Nc2nc3cc(C)c(C)cc3[nH]2)cc1	4	-1	-2	-6	5
30	Cc1ccc(N(C(=O)c2ccc(S(=O)(=O)N(C)C)cc2)C2C=CS(=O)(=O)C2)cc1 (stereo unspecified)	4	1	7	-4	27
31	c1ccc(N2CCN(c3nc4cc5c(cc4s3)OCCO5)CC2)cc1	-2	0	-5	12	18
32	O=c1nc(-c2ccccc2Cl)c2cc(F)ccc2[nH]1	0	0	-4	-2	8
33	O=C(CSc1nnc(CN2CCOCC2)n1-c1ccc(Cl)cc1)N1CCc2ccccc21	-1	3	4	0	30
34	COCCn1c(C)cc(C(=O)COC(=O)c2ccc([N+](=O)[O-])o2)c1C	6	-1	-1	-5	35
35	Cn1c(SCC(=O)N2CCCc3ccccc32)nnc1-c1c[nH]c2ccccc12	-3	0	4	-4	20
36	COc1ccc(NC(=O)C2CCN(Cc3cnn(-c4ccccc4)c3-n3cccc3)CC2)cc1OC	1	5	4	-1	10

cpd	aSyn UTR inh	GSK3 alpha inh	HSF-1 act	PolyA inh	KLF5 inh
23	-7	1	-11	i	3
24	1	0	1	i	7
25	24	-3	-2	i	10
26	-15	.	11	i	.
27	-36	-1	?	.	-6
28	-72	-4	38	i	-117
29	33	-2	10	i	0
30	2	9	-2	i	-17
31	-157	-1	36	i	-100
32	-8	1	-4	i	-22
33	32	-2	10	i	-32
34	-90	-2	-17	i	-47
35	3	-2	4	i	8
36	19	.	6	i	-3

# Later entries.
cpd	Structure	HSP90 refold inh	GSK3beta inhib	IEC-6 cytotox	HSF1 inhib	AI-2 QS modul
37	CC(NC(=O)C1CCN(c2nnc(-n3cccc3)s2)CC1)C12CC3CC(CC(C3)C1)C2 (stereo unspecified)	2	0	-3	-5	16
38	CC1CCCC(NC(=O)Nc2cccs2)C1C (stereo unspecified)	1	-1	-4	0	20
39	COc1ccc(N(CC(=O)Nc2cccc(C)c2)S(=O)(=O)c2c(C)noc2C)cc1	1	0	2	-69*	8
40	Cc1ccc(C(=O)N[C@@H](C)CN2C3=NC[C@H](C(C)C)N3C[C@H]2Cc2ccc(O)cc2)cc1Br	6	-3	1	7	16
41	O=c1c2ccccc2nc(-c2ccco2)n1/N=C/c1ccccc1O	3	1	5	4	15
42	COc1ccccc1NC(=O)C1=C(C)Nc2nc(-c3ccc(N(C)C)cc3)nn2C1c1ccncc1 (stereo unspecified)	-1	.	8	.	.
43	OCC1(Cc2ccc(Cl)cc2)CCN(CCCc2ccccc2)CC1	1	2	1	-5	6
44	O=[N+]([O-])c1ccc(-c2nc(-c3ccncc3)no2)cc1	1	4	2	31	32
45	CCn1c(C(C)NC(C)=O)nc2ccccc21 (stereo unspecified)	-2	1	-8	3	4
46	CCc1nnc(NC(=O)CN2CCN(c3ccccc3F)CC2)s1	3	4	2	-4	10
47	COCCNC(=O)CN1CCC(n2c(C)nc3cc(C(F)(F)F)ccc32)CC1	-5	-2	-3	0	20
48	CCCCN(Cc1ccco1)S(=O)(=O)c1c[nH]c(C(=O)OC)c1	-1	1	-3	-1	12

cpd	aSyn UTR inh	GSK3 alpha inh	HSF-1 act	PolyA inh	KLF5 inh
37	17	1	-9	i	13
38	5	-1	2	i	-7
39	-2	-4	-74	i	3
40	-22	0	12	i	-9
41	-51	3	1	i	-26
42	.	-2	.	.	15
43	8	-4	1	i	7
44	-74	1	65*	i	-38
45	-11	1	8	i	-6
46	19	-1	7	i	-3
47	6	-6	-9	i	-39
48	2	2	8	i	3

# (listing goes on)
cpd	Structure	HSP90 refold inh	GSK3beta inhib	IEC-6 cytotox	HSF1 inhib	AI-2 QS modul
49	Cc1ccc(S(=O)(=O)CC(N)=O)cc1	-3	1	-4	.	9
50	Cn1c(SCc2ccc(C(=O)Nc3nccs3)cc2)nnc1-c1ccccc1	-1	-7	5	13	16
51	CCc1ccc(Nc2n[n+](-c3ccccc3)c(-c3c(Cl)cccc3Cl)s2)cc1	7	1	-2	2	1
52	Cc1ccc(C(CCNC(C)c2cccs2)c2ccco2)cc1 (stereo unspecified)	4	0	0	2	17
53	OCCC1CN(Cc2cccc(-c3ccco3)c2)CCN1Cc1ccsc1 (stereo unspecified)	5	-1	4	8	-42
54	CCCCn1c(N)c(N(CC(C)C)C(=O)c2cc(-c3ccco3)nc3ccccc23)c(=O)[nH]c1=O	.	0	.	-2	13
55	COc1ccc(N2CCN(C(=O)c3cc4c(s3)-c3ccccc3OC4)CC2)cc1	-1	0	3	-1	11
56	Fc1ccccc1COc1cccc2cccnc12	0	-4	5	-22	5

cpd	aSyn UTR inh	GSK3 alpha inh	HSF-1 act	PolyA inh	KLF5 inh
49	9	-1	.	i	-20
50	-103	12	29	i	1
51	10	-2	7	i	-18
52	14	1	11	i	-7
53	-14	1	11	i	16
54	9	2	-11	i	.
55	0	0	-2	i	-9
56	-134	-1	-40	i	-147

# Assay outcomes: PubChem BioAssay, several laboratories
